# Source: PubChem
# C8 TRAIL sens: caspase-8 TRAIL sensitization | NB7+C8 cells + TRAIL, ATPlite viability luminescence | inhibition (viability loss, TRAIL sensitization), % at 10 µM | 360,000 tested, 1% active | AID 624354;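 active means compounds causing at least 50% loss of cell viability in the single-dose screen, relative to plate controls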
# Vif imaging: HIV Vif inhibition; inhibition, % at 7.49 µM; AID 602346; 340,000 tested, 0.35% active; HEK293T cells, Vif self-association by quenched fluorescence, imaging, 24 h; in the data active means inhibition above about 50%, passing the limit was not always enough; inconclusive means no clear call, values can overlap the other calls; inactive means below about 31%; further: some results filed as inactive read as strong as hits
# NR5A2 inv ag: suppresses constitutive activity of human LRH-1; HEK293T StAR-luciferase reporter, LRH-1 transfected, 24 h; 360,000 tested, 0.13% active; AID 602396; O00482; inhibition, % at 3.6 µM;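 active means inhibition above the mean inhibition of all tested compounds plus 3 SD, cut at about 73% in these data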;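 further: 0% = DMSO wells and 100% = reporter-only cells lacking LRH-1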
# Target sequence (O00482 whole entry, looked up): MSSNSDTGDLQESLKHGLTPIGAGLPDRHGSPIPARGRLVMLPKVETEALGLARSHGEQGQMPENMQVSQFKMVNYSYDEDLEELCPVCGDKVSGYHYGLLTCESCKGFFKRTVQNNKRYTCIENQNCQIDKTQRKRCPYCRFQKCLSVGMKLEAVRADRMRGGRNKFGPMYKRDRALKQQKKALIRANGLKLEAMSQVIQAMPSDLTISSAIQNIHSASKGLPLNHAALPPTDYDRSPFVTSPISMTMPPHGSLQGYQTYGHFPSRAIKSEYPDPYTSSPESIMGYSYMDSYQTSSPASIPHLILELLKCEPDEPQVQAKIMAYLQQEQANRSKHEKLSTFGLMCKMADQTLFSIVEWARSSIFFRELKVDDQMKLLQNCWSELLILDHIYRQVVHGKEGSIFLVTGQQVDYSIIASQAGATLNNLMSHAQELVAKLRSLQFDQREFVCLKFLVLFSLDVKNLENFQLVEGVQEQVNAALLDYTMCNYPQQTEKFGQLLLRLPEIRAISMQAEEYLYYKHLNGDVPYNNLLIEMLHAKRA
# SRC1 inh: inhibits human SRC1 coactivator. HEK293 GAL4-SRC1 luciferase reporter, luminescence. Q15788. inhibition, % at 3.6 µM. 360,000 tested, 0.12% active;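 active means inhibition above the campaign mean plus 3 SD, with each screening campaign given its own cutoff, cut at about 60% in these data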;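 further: 0% = DMSO treated cells and 100% = gossypol at 36 µM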
# LMP1 NFkB inh: inhibitors of Epstein-Barr LMP1-induced NF-kappaB reporter; AID 504558; LMP1-induced NF-kappaB luciferase reporter cells, luminescence; inhibition, % at 12.5 µM; 350,000 tested, 0.69% active; in the data active means inhibition above about 41%; inconclusive means no clear call, values can overlap the other calls;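 further: 0% = neutral control wells and 100% = reference inhibitor control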
# TROY signal inh: inhibitors of TROY-dependent NF-kB signaling | Q293 LMP1-TROYcd NF-kB luciferase reporter, 4 h | inhibition, % at 10 µM | 360,000 tested, 0.98% active | AID 1347056;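 active means compounds whose plate-normalised and pattern-corrected inhibition of the luciferase reporter signal at the single screening dose is 50% or more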
# TLR9-MyD88 inh: inhibitors of human TLR9-MyD88 binding; Q9NR96+Q99836; AID 504734; CHO BLA complementation TLR9-MyD88, CCF4 FRET ratio; inhibition, % at 4.98 µM; 340,000 tested, 0.21% active;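 active means inhibition above the mean over all tested compounds plus 3 SD, cut at about 21% in these data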;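 further: 0% = DMSO only wells and 100% = clavulanate BLA inhibitor control wells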
# NR2F2 inh: NR2F2 (human) inhibition, primary screen | P24468 | HEK293T NGFI-A luciferase reporter, luminescence | inhibition, % at 8.6 µM | 370,000 tested, 0.7% active | AID 686940;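 active means inhibition above a per-plate cutoff, mean inhibition of test wells between control levels plus 3 SD, cut at about 38% in these data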;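 further: cells cotransfected with COUP-TFII expression vector driving the NGFI-A reporter; 0% = median of COUP-TF2 test wells and 100% = reporter-only cells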
# NCOA2 inhibitor: human SRC2 (NCOA2) inhibition | HEK293 GAL4-SRC2 luciferase reporter, luminescence | 370,000 tested, 0.17% active | inhibition, % at 9 µM | AID 651957 | Q15596;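 active means inhibition above the mean inhibition of all tested compounds plus 3 SD, set per campaign, cut at about 52% in these data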;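 further: 0% = DMSO treated cells and 100% = cells given Gossypol at 36 µM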
# NOD2-RIPK2 inh: blocks binding of human NOD2 to RIPK2; O43353; CHO BLA complementation NOD2-RIPK2, CCF4 ratio; inhibition, % at 4.98 µM; 360,000 tested, 0.38% active; AID 624267; in the data active means inhibition above about 21%;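 further: 0% = vehicle only and 100% = reference blocker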
# Target sequence (O43353 whole entry, looked up): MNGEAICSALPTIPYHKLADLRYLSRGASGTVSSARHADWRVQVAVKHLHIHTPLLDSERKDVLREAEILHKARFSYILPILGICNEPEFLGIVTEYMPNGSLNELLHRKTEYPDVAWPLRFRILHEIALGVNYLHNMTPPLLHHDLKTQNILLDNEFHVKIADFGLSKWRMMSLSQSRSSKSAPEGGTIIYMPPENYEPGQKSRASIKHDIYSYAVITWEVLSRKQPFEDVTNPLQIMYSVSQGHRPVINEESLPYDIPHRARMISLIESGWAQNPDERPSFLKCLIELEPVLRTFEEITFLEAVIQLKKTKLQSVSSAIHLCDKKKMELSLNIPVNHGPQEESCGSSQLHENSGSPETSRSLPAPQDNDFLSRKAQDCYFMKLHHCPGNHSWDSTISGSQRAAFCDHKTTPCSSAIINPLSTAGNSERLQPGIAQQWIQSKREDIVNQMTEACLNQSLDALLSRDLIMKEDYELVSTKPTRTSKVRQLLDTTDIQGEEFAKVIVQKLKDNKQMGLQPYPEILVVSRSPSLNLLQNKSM
# SRC3 inh: inhibitors of human steroid receptor coactivator 3 (SRC3). HEK293 GAL4-SRC3 luciferase reporter, luminescence. inhibition, % at 3.6 µM. 360,000 tested, 0.17% active. Q9Y6Q9. AID 588352;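 active means inhibition above a per-campaign cutoff, the mean of all compounds plus 3 SD, cut at about 60% in these data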;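 further: 0% = DMSO-treated cells and 100% = gossypol-treated cells at 36 µM; higher means less SRC3-driven luciferase light from the GAL4 reporter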
# The depositor's hits bear a star; ? = inconclusive; nt = no result given. These rows are one share of the data (hit frequency here may not be typical).
SMILES,C8 TRAIL sens,Vif imaging,NR5A2 inv ag,SRC1 inh,LMP1 NFkB inh,TROY signal inh,TLR9-MyD88 inh,NR2F2 inh,NCOA2 inhibitor,NOD2-RIPK2 inh,SRC3 inh
CC(C)=CCCC(C)N(C=O)C(C)CCC=C(C)C (centres undefined),5.0,12.7,18.2,7.2,-9.8,50.1*,-3.1,-0.5,8.6,-3.1,13.1
Cn1nc(-c2ccc(Cl)cc2)c2cc(C(=O)NCCCN3CCOCC3)sc21,15.7,-12.4,-15.6,-11.2,-58.5,-17.1,-2.0,nt,nt,7.2,-4.5
CCOC(=O)[C@H]1[C@H]2COc3ccc(OC)cc3[C@@H]2N2C(=O)CN(CC3CCCO3)C(=O)[C@@]12C (some centres undefined),-5.5,-3.1,-18.6,0.9,-8.8,-14.4,-4.7,3.1,-9.8,6.7,-28.4
CCN1C(=O)/C(=C/c2cc(C)n(C)c2C)SC1=Nc1ccc(OC)cc1,-3.7,10.4,15.8,-19.7,10.6,4.2,-7.0,-2.9,-10.2,-9.3,-2.7
O=C1CCC/C(=N\NC(=O)c2ccc(CSc3cccc4cccnc34)cc2)C1,-5.4,3.6,-10.2,-1.9,11.2,5.5,-7.8,13.7,-15.3,-8.2,-1.6
CCC(OC(=O)c1nsc(Cl)c1Cl)C(=O)NCc1cccs1 (centres undefined),-0.8,4.1,-29.6,-7.2,-0.3,-2.9,1.2,10.5,-17.1,-3.6,3.6
N#CCSc1ncccc1-c1nc2ccccc2[nH]1,1.6,?,9.3,-17.1,3.8,7.8,-14.5,-0.5,-15.2,-2.1,-79.3
Cc1ccc(CNC(=O)CN2C(=O)c3ccccc3S2(=O)=O)cc1,1.7,0.8,1.8,15.3,-4.8,-34.1,1.6,3.3,9.9,-7.0,7.4
COc1ccc(-c2nc3cc([N+](=O)[O-])ccc3o2)cc1,31.0,3.5,-110.3,-189.1,-35.3,-40.3,-10.7,-47.0,-53.5,7.1,-49.7
COc1ccc(NC(=O)CS(=O)(=O)c2ccc(Br)cc2)cc1,3.8,-1.3,-3.1,-22.6,-1.6,10.5,1.3,1.2,-13.6,-0.9,-1.8
CN(CC(=O)Nc1ccc(Cl)cc1)CC(=O)Nc1cccc2ccccc12,4.8,-1.9,-2.4,-15.5,-11.4,-12.9,1.2,6.5,-22.7,3.2,-5.7
O=C(c1ccccc1)c1ccc2cc(O)ccc2c1,19.4,-11.8,-28.2,-134.0,-0.7,-7.3,-21.2,-33.0,-15.2,3.6,-53.4
CCN(CC)CCCn1c2c(c(SCC(=O)Nc3nc4ccccc4s3)nc1=O)CCC2,-2.4,2.9,-22.1,-12.9,-0.4,3.6,-0.3,-1.8,8.5,1.7,-6.5
COc1ccc(CCC(C)NCc2ccccc2OC)cc1 (centres undefined),-10.3,-2.4,9.1,7.0,-4.2,-6.0,3.2,8.8,-12.1,9.5,-3.1
O=C1C(=O)N(CCN2CCOCC2)C(c2ccc(Cl)c(Cl)c2)/C1=C(/O)c1ccc2c(c1)OCO2 (centres undefined),-1.1,-1.6,13.4,9.7,5.0,-13.0,4.6,11.9,10.3,0.0,19.5
Cc1c(C(=O)NCc2ccc(C(C)C)cc2)sc(=O)n1Cc1ccc(S(=O)(=O)N(C)C)cc1,0.2,-7.4,32.2,20.2,nt,24.5,nt,67.8*,-1.1,-6.8,30.8
NC(=O)[C@@H]1CC2(CC(c3cccc(NC(=O)CC(c4ccccc4)c4ccccc4)c3)=NO2)CN1C(=O)c1ccc(Cl)cc1 (some centres undefined),7.1,-5.1,-4.0,-14.9,2.1,10.2,4.0,1.5,-10.8,-5.1,-4.7
CC(C)Cn1c2c(c(O)c(C(=O)Nc3ccc(F)cc3)c1=O)CCCC2,-4.2,-2.3,11.9,-51.3,4.6,13.0,2.4,12.7,10.0,1.4,-6.1
CC1(C)C=Cc2cc3ccc(=O)oc3cc2O1,1.6,4.2,0.1,-34.6,-7.8,-31.9,-2.2,-14.0,-29.2,2.6,-4.3
c1ccc2[nH]c(CSc3ncnc4c3oc3ccccc34)nc2c1,17.5,-16.5,-22.5,-22.9,-0.6,43.6,-2.2,-3.0,-3.6,-6.6,-9.0
CN(C)c1ccc(NC(=O)Oc2ccccc2)cc1,-0.6,-2.2,-11.4,-56.6,-7.3,-38.3,-5.9,-36.7,-23.5,-12.5,-26.3
O=C1C2C3c4ccccc4C(c4ccccc43)C2C(=O)N1Cc1ccccn1 (centres undefined),5.0,-1.3,1.8,-0.8,-5.2,0.1,-5.9,-20.6,-0.4,0.3,19.2
COc1cccc(CSc2nc3ccncc3[nH]2)c1,85.9*,-4.7,-86.1,-65.4,13.2,-65.3,3.2,-49.7,-58.5,-3.7,-42.4
CCN(c1ccccc1)S(=O)(=O)c1cc(CN2C(=O)c3cccnc3C2=O)ccc1OC,-15.7,5.4,-29.7,10.3,-1.8,-9.7,-2.4,16.7,8.1,2.4,-14.0

# NR2F2 inh, what is marked active above
Structure,Vif imaging,NR5A2 inv ag,SRC1 inh,LMP1 NFkB inh,TLR9-MyD88 inh,NR2F2 inh,NCOA2 inhibitor,NOD2-RIPK2 inh,SRC3 inh
Cc1c(C(=O)NCc2ccc(C(C)C)cc2)sc(=O)n1Cc1ccc(S(=O)(=O)N(C)C)cc1,-7.4,32.2,20.2,nt,nt,67.8*,-1.1,-6.8,30.8

# Additional records follow.
SMILES,C8 TRAIL sens,Vif imaging,NR5A2 inv ag,SRC1 inh,LMP1 NFkB inh,TROY signal inh,TLR9-MyD88 inh,NR2F2 inh,NCOA2 inhibitor,NOD2-RIPK2 inh,SRC3 inh
NC(=O)CSc1nnnn1-c1cccc(Cl)c1,0.6,-0.8,1.0,-30.3,-2.4,-16.0,0.3,0.3,8.0,-7.1,14.7
COc1ccc(CCNc2cc(C)nc3c(-c4ccc(Cl)cc4)c(C)nn23)cc1OC,-5.9,11.8,5.1,-4.3,15.0,18.7,-7.5,10.2,21.4,-1.6,19.3
O=C(NC1CCCC1)c1ccc([N+](=O)[O-])s1,1.4,-1.1,12.2,12.1,3.1,7.8,-9.4,11.2,-5.8,-13.2,-9.0
Clc1cc(Br)ccc1OCCCn1ccnc1,1.1,nt,3.1,-4.4,1.3,-30.3,1.2,-0.8,3.6,5.2,10.3
CCOC(=O)c1cc(S(=O)(=O)N2CCC(C)CC2)cn1C,-16.6,0.9,-5.2,6.5,-3.0,5.0,-10.6,1.6,-4.8,-1.7,4.6
Cc1cc(C)cc(C(O)c2ncc(-c3ccccc3)[nH]2)c1 (centres undefined),-10.9,nt,-15.4,-0.7,nt,0.9,nt,13.8,-8.2,-14.1,-4.0
CCCN1C(=S)SC(C)(C)C1/[N+]([O-])=C/c1ccc(S(=O)(=O)NC)cc1 (centres undefined),-3.0,nt,10.5,2.6,6.3,17.8,3.6,23.2,-18.3,-6.5,-9.9
CN(C)Cc1ccccc1Sc1ccc(Br)cc1,-0.5,-13.2,-1.3,6.9,1.3,-7.4,11.6,-8.2,-3.9,-5.2,20.5
Cc1ccc(C)c(NC(=S)N2CCCC2)c1,-4.4,-1.1,13.9,-9.8,1.1,-17.8,-3.7,5.6,0.2,5.0,0.0
C[C@H](N)c1nnc(SCC(N)=O)o1,-1.2,?,4.6,26.2,-0.9,-8.3,2.3,-8.4,14.8,-5.3,4.0
O=C1CCN(Cc2ccccc2)S(=O)(=O)c2ccccc21,-2.7,-5.0,-12.2,-9.0,-9.2,-4.2,-0.8,-9.3,-3.5,-0.6,-2.7
Cc1oc(-c2cccs2)nc1CN1CCN(C2CCCC2)C(CCO)C1 (centres undefined),-25.8,2.1,-9.4,4.1,-1.4,5.1,-0.1,24.2,7.9,1.1,0.0
OC(CNCCc1ccccc1)c1ccccc1 (centres undefined),-9.1,4.0,-0.4,-4.2,-0.7,-2.9,-8.2,-13.6,-7.3,4.2,-11.7
CCCn1c(=O)n(C)c(=O)c2c(SC(C)C(=O)NCC3CCCO3)nc(CC(C)C)nc21 (centres undefined),10.0,-3.3,8.9,7.5,-3.2,-2.6,-2.1,-9.0,-13.1,7.3,-16.1
COc1ccc(-c2nc3ccccc3c(=O)n2CC(C)C)cc1,-6.5,9.3,-14.3,11.4,-0.4,1.3,4.8,26.4,28.6,1.5,9.7
Cc1ccc(CNC(=O)CCC(=O)N2CC(C)Oc3ccccc32)cc1 (centres undefined),2.3,3.3,17.7,-9.6,-3.0,-5.0,-0.8,4.7,3.3,-1.0,2.5
CC(C)C[C@@H](CN)NC(=O)c1nc[nH]c1C(=O)N[C@@H](CC(C)C)C(=O)CNC[C@H](C)NC(=O)c1nc[nH]c1C(=O)N[C@@H](C)C(=O)O,-14.8,-3.1,14.2,-3.8,-5.0,-15.8,0.3,-6.6,-0.2,-6.0,10.4
COC(=O)c1ccc(CSC2=NCCS2)cc1,2.6,9.2,-65.5,-55.1,-24.9,-40.0,-17.2,-34.3,-20.0,-0.8,-54.9
O=C(O)c1ccccc1C(=O)c1ccc(N2CCOCC2)c([N+](=O)[O-])c1,-2.0,nt,6.1,11.0,-2.7,6.8,4.6,7.8,-19.2,-7.4,-4.1
CCCC[n+]1ccn(-c2nc3ccccc3nc2[N-]S(=O)(=O)c2cccs2)c1,12.9,-1.6,-11.1,4.3,-19.3,-7.5,-7.3,-15.9,-32.6,-13.0,15.2
Cc1csc(NC(=O)C(Cc2ccccc2)n2cccc2)n1 (centres undefined),12.4,-14.1,-3.2,-10.5,-15.3,-19.6,14.0,15.4,-7.8,-5.5,-11.6
C=C(C)Cn1c2ccc(NC(=O)NCc3ccccc3)cc2c(=O)n1C,-16.0,-2.1,-9.8,-10.3,nt,-39.8,nt,0.5,-8.8,-5.0,-14.8
CN1CCN(C(=O)CCN2C(=O)/C(=C\c3ccc(F)cc3)SC2=S)CC1,9.9,2.1,0.7,8.3,-9.2,-8.2,-4.4,-5.0,-9.5,2.0,4.4
CSc1nnc2n(-c3ccccc3)c(=O)c3c4c(sc3n12)CCC4,11.4,2.0,6.0,-13.6,4.6,-5.3,-7.3,10.0,-9.7,-8.1,-2.9
O=C(NCc1nnc(SCC(=O)N2CCCCC2)o1)c1c(F)cccc1F,2.0,-5.3,-8.9,3.0,-7.0,-4.7,9.1,11.0,-2.5,-12.6,3.3
CC(=O)c1cccc(NC(=O)C(C)OC(=O)c2cccc(-n3cnnn3)c2)c1 (centres undefined),-0.4,16.0,19.3,-2.2,3.6,-7.7,6.1,6.5,-13.7,-14.7,-2.7
Cc1ccc(C(=O)N2CCOCC2)cc1S(=O)(=O)N1CCCC1,5.6,1.6,-1.6,-5.4,0.7,-0.3,6.2,-9.3,-32.6,0.2,7.2
Cc1ccccc1C(=O)c1ccc2c(c1)n(C)c(=O)n2C,15.3,nt,18.4,7.3,5.4,-8.6,-5.9,-18.9,-12.9,5.5,-12.3
COc1cc(NC(=O)COC(=O)c2ccc3ccccc3n2)cc(OC)c1,8.5,8.1,-4.5,-12.9,-9.3,-12.6,-15.9,-13.8,-35.7,1.5,20.9
C/C(=N/NC(=O)c1ccc(Br)o1)c1cccc(NC(=O)c2ccc(F)cc2)c1,14.1,4.8,-114.8,-48.2,-4.8,-56.8,-6.1,-25.0,-83.3,-7.7,-63.2
